High-throughput results (PubChem)
mcGAS RapidFire: inhibitors of mouse cGAS. recombinant mouse cGAS, cGAMP by RapidFire MS. inhibition, % at 12.5 µM. hit rate 0.18% among 130,000;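 active = inhibition of cGAS enzyme activity at or above 60%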;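 note: enzyme stimulated by 45 bp dsDNA with ATP and GTP substrates; cGAMP share of summed cGAMP plus half ATP and half GTP signals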
Target sequence (Q8C6L5 whole entry, looked up): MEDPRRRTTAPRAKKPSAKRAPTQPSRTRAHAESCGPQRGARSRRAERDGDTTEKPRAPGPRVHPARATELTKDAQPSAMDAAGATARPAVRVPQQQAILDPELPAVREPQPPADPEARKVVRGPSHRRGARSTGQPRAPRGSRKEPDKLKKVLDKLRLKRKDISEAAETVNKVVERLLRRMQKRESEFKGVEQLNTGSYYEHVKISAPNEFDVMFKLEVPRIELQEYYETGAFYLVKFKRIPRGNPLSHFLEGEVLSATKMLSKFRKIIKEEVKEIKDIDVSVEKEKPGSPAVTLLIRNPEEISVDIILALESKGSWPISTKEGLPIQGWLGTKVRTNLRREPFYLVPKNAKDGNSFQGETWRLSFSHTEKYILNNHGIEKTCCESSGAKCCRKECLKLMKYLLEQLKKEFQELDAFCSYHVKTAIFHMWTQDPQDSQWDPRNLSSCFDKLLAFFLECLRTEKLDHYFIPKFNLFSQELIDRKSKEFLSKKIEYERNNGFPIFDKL
An asterisk follows results filed as active; & = joins results of further samples.

SMILES	mcGAS RapidFire
CC(C)CC(N(C)C)C1(c2ccc(Cl)cc2)CCC1 (centres undefined)	-10.2&-7.8&0.5&2.4
Cc1ccn2nc(S(=O)(=O)Nc3c(F)cccc3F)nc2n1	1.4
Cc1ccc(C(C)NC(=O)Nc2ccc(C#N)c(Cl)c2)o1 (centres undefined)	-6.9
O=C1OCC2CC12c1ccc(F)cc1 (centres undefined)	-7.6
CC(O)(CS(=O)(=O)c1ccc(F)cc1)C(=O)Nc1ccc(C#N)c(C(F)(F)F)c1 (centres undefined)	-1.0&5.3
Cc1csc(CC(=O)N2CCN(CCC(=O)Nc3sc4c(c3C#N)CCCC4)CC2)n1	-1.6
N#CC(C#N)=Cc1ccc(F)cc1	1.6
CCOC(Cn1cc(C(=O)Nc2ccc(C)cc2Cl)nn1)OCC	-19.3
CC(=O)CC1C2([N+](=O)[O-])CN(CCBr)CC1([N+](=O)[O-])c1ccccc1C2=O (centres undefined)	-4.5
COc1ccc(C(O)c2cc(OC)ccc2OP(=O)(N(C)C)N(C)C)cc1 (centres undefined)	-10.6
COc1ccc(-n2cc(C3=CCN(Cc4nc(C)cc(C)n4)CC3)cn2)cc1	-0.6
Cc1noc(C)c1CN(C)C(=O)C1(c2ccccc2)CCNCC1	5.3
O=C(CN1C(=O)c2ccccc2C1=O)Nc1ccc(Cl)cc1C(=O)c1ccccc1	-1.2
Cc1cccc2cc(CN3CCCN4CCC[C@H]4C3)c(=O)[nH]c12	-31.2
C[C@@H]1O[C@@H](O[C@H]2C[C@@H](O)[C@]3(CO)C4C(CC[C@]3(O)C2)[C@@]2(O)CC[C@H](C3=CC(=O)OC3)[C@@]2(C)C[C@H]4O)[C@H](O)[C@H](O)[C@H]1O (some centres undefined)	-7.2
COCc1ncc(CN2CCN(C)C3(CCN(C)CC3)C2)cn1	-6.9
O=S(=O)(c1ccccc1)N1C2Cc3ccccc3C21 (centres undefined)	0.0
COC(=O)[C@@H]1[C@H](C(=O)OC)C2(c3ccccc3)NC1(c1ccccc1)[C@H](C(=O)OC)[C@@H]2C(=O)OC	-7.0
CN(C/C=C/Cl)C1Cc2ccccc2C1	-9.1
COCCNC(C)c1nc2ccccc2c(=O)n1-c1cc(OC)cc(OC)c1Br (centres undefined)	-6.6
COc1cccc(CN(C)CC(=O)Nc2ccc(C#N)c(Cl)c2)c1OC	-8.6
COc1cc(CNCC(C)c2cccc(Br)c2)cc(OC)c1OC (centres undefined)	-6.0
O=C(O)CCN1C[C@H](c2ccccc2)[C@@H]2[C@H]1C1CCN2CC1	-2.7
N#Cc1ccc(S(=O)(=O)Nc2cc(F)cc(F)c2)cc1Cl	0.6
O=C1CN=C(c2ccc(F)cc2)c2cc(F)ccc2N1	-7.5
OP(=S)(c1ccncc1)c1ccncc1	0.3
CN1C(=C2C(=O)NC(=O)NC2=O)Sc2ccccc21	-1.4
COc1ccccc1[C@@H]1CN(C(=O)c2ccn(C)n2)[C@@H]2C3CCN(CC3)[C@@H]21	-42.7
CC(Cn1ccnc1)NCc1csc2c1CCCC2 (centres undefined)	-14.6
CN1C2CCC1CC(OC(=O)c1ccc(Cl)cc1)(C(=O)O)C2 (centres undefined)	0.6
C[C@]12CCC3C(CC[C@H]4CC(=O)CC[C@]34C)C1CCC2=O (some centres undefined)	-6.8
Fc1ccc(C(OCCN2CCN(CCCc3ccccc3)CC2)c2ccc(F)cc2)cc1	5.6
CCCC12CN3CC(C)(CN(C1)C3(C)CC)C2=O (centres undefined)	-24.9
Oc1cccc2ccc(CN3CCC4(CCNCC4)C3)nc12	-1.6
C/C=C/c1ccc2c(c1)OCO2	-5.2&-4.6
Cc1ccc(Cn2cccc(C(=O)Nc3ccc(S(N)(=O)=O)cc3)c2=O)cc1	-4.9
Cc1cc(CN2CCCN(C(=O)Cc3ccc(Cl)cc3Cl)CC2)no1	0.3
N#CC(C#N)=Cc1ccc(Cl)cc1Cl	8.9
COc1ccc([C@H]2Oc3c(I)c(OC)cc(OC)c3C[C@@H]2O)cc1OC	-6.6
COc1ccc(-c2noc(CNC(C)Cc3ccccn3)n2)cc1 (centres undefined)	-5.2
CCN(CC)P(=O)(NC(=O)c1cccn1C)N(CC)CC	0.4
Cc1ncc(CN2[C@@H]3CC[C@H]2CNC(=O)C3)[nH]1	-6.6
CCC(C)[C@H]1O[C@]2(C=C[C@@H]1C)C[C@@H]1C[C@@H](C/C=C(\C)[C@@H](OC3C[C@H](OC)C(O[C@H]4C[C@H](OC)[C@@H](O)[C@H](C)O4)[C@H](C)O3)[C@@H](C)/C=C/C=C3\CO[C@@H]4[C@H](O)C(C)=C[C@@H](C(=O)O1)[C@]34O)O2 (some centres undefined)	-9.5
CC(C)(C#N)P(=S)(c1ccccc1)c1ccccc1	-8.2
CC(CO)NC(=O)C1C=C2c3cccc4[nH]cc(c34)C[C@H]2N(C)C1 (some centres undefined)	-0.8&1.1
Cc1ccc(NP(C(C)C)C(C)(C)C)nc1 (centres undefined)	-0.2
CN1CCN2CCN(C(=O)c3ccc(N)nc3)CC2C1=O (centres undefined)	-0.9
C=C/C=C\CC1=C[C@@H](OC(=O)[C@@H]2[C@@H](C=C(C)C)C2(C)C)CC1=O	-14.1
Cn1cc(C(=O)C(=O)N[C@H]2CN3CCC2CC3)c2ccccc21	-10.9
C[C@H]1CC[C@@H]2[C@@H](C)[C@H]3[C@H](C[C@H]4[C@@H]5CC=C6C[C@@H](O[C@@H]7O[C@H](CO)[C@H](O)[C@H](O[C@@H]8O[C@H](CO)[C@@H](O)[C@H](O)[C@H]8O)[C@H]7O[C@@H]7O[C@@H](C)[C@H](O)[C@@H](O)[C@H]7O)CC[C@]6(C)[C@H]5CC[C@]34C)N2C1	4.1
CC1ON=C(c2cccnc2)N(Cc2cccc(F)c2)C1=O (centres undefined)	-10.9
N#CC[Se]c1nc(N)cc(N)c1C#N	-8.0
CC(C)(O)[C@@H]1[C@H]2OC(=O)[C@@H]1[C@]1(O)C[C@H]3O[C@]34C(=O)O[C@H]2[C@]14C (tested in a mixture with another compound)	-0.7
O=C(c1cc2ncccn2n1)N1C[C@@H](c2ccccc2)[C@@H]2[C@H]1C1CCN2CC1	-1.1
CC(Cc1cccc(F)c1)NCCc1nc2ccccc2[nH]1 (centres undefined)	-8.7
CC1(c2ccccc2)C=NC2(CCNCC2)S1 (centres undefined)	-4.7
Cc1nc2ccc(N)cc2c(=O)n1-c1ccccc1	-4.0
CNC(C)c1nc2ccccc2c(=O)n1-c1ccc(Br)cc1 (centres undefined)	-4.8
C#CCOS(=O)OC1CCCCC1Oc1ccc(C(C)(C)C)cc1 (centres undefined)	-1.7
CCC1CN(Cc2cc(F)c(OC)c(Cl)c2)CCN1C(C)C (centres undefined)	-11.4

Next part
SMILES	mcGAS RapidFire
CC(=O)c1ccc(N2C[C@H](c3ccccc3)[C@@H]3[C@H]2C2CCN3CC2)nc1	-21.9
CC(=O)NS(=O)(=O)c1ccc(NC(=O)c2cccn(Cc3ccc(C)cc3)c2=O)cc1	-4.5
Cc1ccc(CN2CCCC(C(=O)c3ccc4c(c3)OCO4)C2)cc1C (centres undefined)	-5.5
CCOP(=S)(NC(C)(C)C)OCC	1.2
CCc1csc(N2CCN(C(C)C)CC2)n1	-6.0
CC1(C)C(=O)[C@@H]2O[C@@H]2[C@@]2(C)C1C[C@@H](O)[C@]1(C)C2CC[C@@]2(C)[C@H](c3ccoc3)OC(=O)C3OC321 (some centres undefined)	-6.0
Cc1[nH]c2ccc(Cl)cc2c1C1=CCNCC1	-5.6
O/N=C1/C2CN3CCN(C2)CC1(c1ccccc1)C3	-26.4
CC1(C)CSC(=NCc2ccccc2)N1	22.8
CN1C(CC(O)c2ccccc2)CCCC1CC(O)c1ccccc1 (centres undefined)	-12.5
Nc1ccc(CC(N)c2csc(Nc3ncccn3)n2)cc1 (centres undefined)	20.7
c1ccc2sc(Cc3cn4ccccc4n3)nc2c1	-4.9

As entered above:
Under mcGAS RapidFire, c1ccc2sc(Cc3cn4ccccc4n3)nc2c1 is entered as -4.9
Under mcGAS RapidFire, CN1C(CC(O)c2ccccc2)CCCC1CC(O)c1ccccc1 (centres undefined) is entered as -12.5
Under mcGAS RapidFire, CC1(C)C(=O)[C@@H]2O[C@@H]2[C@@]2(C)C1C[C@@H](O)[C@]1(C)C2CC[C@@]2(C)[C@H](c3ccoc3)OC(=O)C3OC321 (some centres undefined) is entered as -6.0
Under mcGAS RapidFire, Cc1ccc(CN2CCCC(C(=O)c3ccc4c(c3)OCO4)C2)cc1C (centres undefined) is entered as -5.5
Under mcGAS RapidFire, Nc1ccc(CC(N)c2csc(Nc3ncccn3)n2)cc1 (centres undefined) is entered as 20.7
Under mcGAS RapidFire, CCc1csc(N2CCN(C(C)C)CC2)n1 is entered as -6.0

(more compounds)
SMILES	mcGAS RapidFire
COC(=O)c1ccc(C(=O)OC)c(NC(=O)c2cccn(Cc3ccccc3C)c2=O)c1	-5.8
Clc1ccc(C2=CCCC3CCC2N3)cn1 (centres undefined)	-4.0
COC1=C[C@@H]2C3=C([C@@H]2C1=O)[C@@H](NC(C)=O)CCc1cc(OC)c(OC)c(OC)c13	-3.5
c1ccc(C(OCCN2CCCN3CCCC3C2)c2ccccc2)cc1 (centres undefined)	-15.9
CCc1ccccc1NC(=O)c1cccn(Cc2ccccc2F)c1=O	-3.9
O=C(Nc1ccccc1)C(=O)N1C[C@@H](c2ccccc2)[C@@H]2[C@H]1C1CCN2CC1	-10.0
CCC1CN(Cc2ccc(Cl)cc2F)CCN1C(C)C (centres undefined)	-17.9
Cc1ccc(Cl)cc1NP(=O)(OCC(F)(F)F)OCC(F)(F)F	-3.5
CCN(CCN1CCCC1)C(=O)C1C(C)(C)C1(C)C	2.7
O=P(Nc1cccc2cccnc12)(Oc1ccccc1F)Oc1ccccc1F	-1.4
COc1cc2occc2c2oc(=O)ccc12	-0.8
CC(Cc1ccccc1)N(C)C (centres undefined)	8.2
C=C(C)[C@H]1Cc2c(ccc3c2O[C@@H]2COc4cc(OC)c(OC)cc4[C@@H]2C3=O)O1	-3.3
COc1cccc(C(C)NCC(O)c2ccc(C)cc2)c1 (centres undefined)	-10.3
Cc1cc[n+]2cc(-c3ccc(OC(=O)N(C)C)cc3)n(C)c2c1	-15.4
CC(c1ccncc1)N(C)C(=O)Nc1ccc(C#N)c(C(F)(F)F)c1 (centres undefined)	-6.5
NCC(O)c1ccc(O)cc1 (centres undefined)	-2.9&-0.3
Cc1cc2c(c(=S)[nH]1)C(=O)O/C2=C\c1c(C)[nH]c(C#N)c1C	-4.5
NCCc1ccc(Br)o1	1.2
CN1CCC(N(C)c2ccccc2CNCC2(O)CCOCC2)CC1	-6.7
CC(CN1CCN(C)CC1)Nc1cccc(F)n1 (centres undefined)	-3.8
CCC1(CC)C(=O)C=CNC1=O	-3.4
n1onc2c1NC1Nc3nonc3NC1N2 (centres undefined)	-10.7
O=c1[nH]c2ccccc2c(=O)n1CC1(N2CCOCC2)CCCCC1	15.8
COc1ccccc1CC(C)N(C)C(=O)NC1C2CCOC2C1(C)C (centres undefined)	-9.9
C[N+]1(C)CCOC(O)(c2ccc(-c3ccc(C4(O)C[N+](C)(C)CCO4)cc3)cc2)C1 (centres undefined)	1.6
CCNc1ccc(P(=S)(CC)CC)cc1	-11.9
CC(N)C(=O)c1ccccc1 (centres undefined)	25.6
CN[C@@H](C)[C@@H](O)c1ccccc1	0.4&2.6
Cc1cc(C(=O)N2CCN(C)C3(CCN(C)CC3)C2)nc(C)n1	-5.5
CN(C)CC1CCCCC1OC(=O)c1ccc(Cl)c(Cl)c1 (centres undefined)	-6.2
CN1C2CCC1CC(O)C2 (centres undefined)	-11.0
CNC(=O)Oc1cccc2c1OC(C)(C)C2	-6.4
CCOc1ccc(CN2CCC3(CC2)C(=O)N(C)c2ccccc23)cc1CO	-8.1
CCOC(=O)N1CCN(C2CCCN(C(=O)Cc3ccccc3Cl)C2)CC1 (centres undefined)	1.8
CCOC(=O)C1(CCCc2ccccc2)CCN(C2CCC2)CC1	-11.3

Five compounds out of the list, sorted by length of the SMILES, largest number first.
SMILES	mcGAS RapidFire
C[N+]1(C)CCOC(O)(c2ccc(-c3ccc(C4(O)C[N+](C)(C)CCO4)cc3)cc2)C1 (centres undefined)	1.6
CCOc1ccc(CN2CCC3(CC2)C(=O)N(C)c2ccccc23)cc1CO	-8.1
CCOC(=O)C1(CCCc2ccccc2)CCN(C2CCC2)CC1	-11.3
CNC(=O)Oc1cccc2c1OC(C)(C)C2	-6.4
CN1C2CCC1CC(O)C2 (centres undefined)	-11.0

Additional results follow:
SMILES	mcGAS RapidFire
O=C(Nc1ncc([N+](=O)[O-])s1)c1cccn(Cc2cccc(C(F)(F)F)c2)c1=O	-4.5
Clc1cccc(-c2nccn2CCc2cnc[nH]2)c1	-10.1
CN1CCC2(CC1)CN(C(=O)Cc1ccc(Cl)c(Cl)c1)CCCN2C	-6.6
Cc1ccc(P2(=S)N=C3c4ccccc4CN3c3cc(N(C)C)ccc32)o1 (centres undefined)	-8.8
N#CCCN1CC2CC(C1)c1cccc(=O)n1C2 (centres undefined)	0.2
Cc1ccc(Cn2nc(C)c(C(=O)OCC(=O)N3CC(C)CC(C)C3)c2Cl)cc1 (centres undefined)	-4.5
CC1C=CC2([N+](=O)[O-])CN(C)CC1([N+](=O)[O-])C2C (centres undefined)	2.6
CC1(C)CC2=NN(c3ccccc3)P(=S)(OC3CCCC3)C2=C(N2CCCCC2)C1 (centres undefined)	-34.0
CCN(CC)C(=O)c1ccc(NC(=O)C2C3CCCCC32)cc1 (centres undefined)	-12.7
c1cnc2c(C3NCCc4[nH]cnc43)cnn2c1 (centres undefined)	-19.4
CC1(C(=O)N2C[C@@H](c3cccc(F)c3F)[C@@H]3[C@H]2C2CCN3CC2)CC1	0.1
Cc1cc(Cn2ccsc2=N)c2ncccc2c1	-8.7
Cc1ccc(Cn2cccc(C(=O)Nc3ccccc3C#N)c2=O)cc1	-4.6
O=C1NC2(CCNCC2)Nc2ccc(Br)cc21	-6.0
C=C1N=C(c2cc3ccc(C)cc3[nH]c2=O)NO1	2.3
CCOC(C(=O)OCCN(C)C)(c1ccccc1)c1ccccc1	1.1

A portion of the library, so the mix of outcomes need not match the whole.
